HTR5A ag: HTR5A agonists in luminescence cell assay, primary screen, counter-screen for OPRM1-OPRD1 heterodimer agonist project, full-deck HTS | AID 504692, 2011 | cell-based | 5-hydroxytryptamine receptor 5A (Homo sapiens), P47898 | activation, % at 9.3 µM | 340,000 tested, 0.61% active; in the data active = activation mostly above about 9.5%, no sharp cut-off; inactive = mostly below about 7.6%;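 note: 0% = cells with vehicle only and 100% = reference agonist; strong numbers were not always called active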
MOR-DOR inv ag: inverse agonists of MOR-DOR heterodimerization, primary screen, cell-based, luminescence; cell-based MOR-DOR heterodimer luminescence, inverse agonism; 340,000 tested, 0.21% active; Mu-type opioid receptor (Homo sapiens) + Delta-type opioid receptor (Homo sapiens), …; inhibition, % at 9.3 µM; in the data active = inhibition above about 22%, passing the limit was not always enough;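 note: 0% = cells with DMSO and 100% = wells without cells with DMSO; values of inactives mirror those of a sister screen read the other way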
Target sequence (P35372 whole entry, looked up): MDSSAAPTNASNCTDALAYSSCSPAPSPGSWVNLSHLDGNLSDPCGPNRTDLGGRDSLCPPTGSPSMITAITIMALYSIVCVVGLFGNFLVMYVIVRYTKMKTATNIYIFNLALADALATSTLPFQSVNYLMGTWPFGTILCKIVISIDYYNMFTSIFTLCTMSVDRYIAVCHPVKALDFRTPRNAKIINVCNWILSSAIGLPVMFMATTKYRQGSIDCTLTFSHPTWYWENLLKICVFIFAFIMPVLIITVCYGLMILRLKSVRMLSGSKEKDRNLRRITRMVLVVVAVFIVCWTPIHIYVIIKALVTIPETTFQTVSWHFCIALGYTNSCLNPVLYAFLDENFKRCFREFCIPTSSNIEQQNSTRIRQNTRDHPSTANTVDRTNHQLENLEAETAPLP
Target sequence (P41143 whole entry, looked up): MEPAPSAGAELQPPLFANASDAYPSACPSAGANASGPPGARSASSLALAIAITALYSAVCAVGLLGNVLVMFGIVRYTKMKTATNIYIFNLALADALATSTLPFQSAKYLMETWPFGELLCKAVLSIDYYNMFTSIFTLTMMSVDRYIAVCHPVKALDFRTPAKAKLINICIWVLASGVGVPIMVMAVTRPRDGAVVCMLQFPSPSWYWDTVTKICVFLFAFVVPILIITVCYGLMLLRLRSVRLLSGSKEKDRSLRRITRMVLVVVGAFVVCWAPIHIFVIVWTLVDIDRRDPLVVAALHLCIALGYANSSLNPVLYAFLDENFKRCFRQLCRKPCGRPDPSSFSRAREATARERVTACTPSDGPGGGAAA
MOR-DOR ag: agonists of OPRM1-OPRD1 heterodimerization, primary screen, cell-based, luminescence; Mu-type opioid receptor (Homo sapiens) + Delta-type opioid receptor (Homo sapiens), …; cells; activation, % at 9.3 µM; 340,000 tested, 0.3% active; AID 504326, 2011; in the data active = activation above about 18%;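 note: 0% = vehicle-treated cells and 100% = reference agonist; values of inactives mirror those of a sister screen read the other way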
E coli growth: E. coli V3065 growth inhibition, primary screen, counter-screen for AddAB inhibitor project, absorbance, OD600; 18 h; 330,000 tested, 0.27% active; AID 449728, 2010; inhibition, % at 11.9 µM;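 active = inhibition above the campaign's mean inhibition across all tested compounds plus 3 SD, cut at about 9.9% in these data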;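 note: uninfected addAB+ strain grown without phage in ampicillin broth; 0% = DMSO wells and 100% = ciprofloxacin 0.95 µg/ml wells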
PfHsp90 yeast 2: growth inhibition of PfHsp90-expressing yeast, primary screen, antimalarial PfHsp90 inhibitor project, S. cerevisiae, BacTiter-Glo luminescence, single point, set 2; AID 504621, 2011; inhibition, % at 9.4 µM; 310,000 tested, 0.32% active; BacTiter-Glo ATP, 48 h; yeast lacking PDR1 and PDR3 efflux regulators;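 active = every replicate shows inhibition above about 80%, whatever the replicate mean, limit read from the data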;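 note: 0% = DMSO neutral controls and 100% = 20 µM radicicol positive controls; yeast relying on Plasmodium falciparum Hsp90 in place of its own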
Mot1-301 SUMO: yeast Mot1-301 growth rescue at high temperature, primary screen, SUMOylation pathway inhibitor project, S. cerevisiae, ATP luminescence, 38.5C. S. cerevisiae Mot1-301 growth rescue; percent above DMSO median, 100 means doubled. growth rescue, % at 18.8 µM. 320,000 tested, 1% active. AID 2716, 2010;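 active = every valid replicate shows activation above 250% relative to neutral control wells; inactive = the rest, any valid replicate at or below 250%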;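 note: OY570 slx delta 5 strain wells were the positive control but not used for scaling; some compounds called inactive have numbers as strong as hits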
Pemphigus Ab inh: inhibitors of pemphigus antibody binding to DSG3, primary screen, biochemical, bead-based, flow cytometry, scFv-GFP. binding (percent of control), % at 10 µM. DSG3-coupled beads, scFv-anti-DSG3-GFP binding; stronger effect = lower value. Desmoglein-3 (Homo sapiens), P32926. AID 588358, 2011. 310,000 tested, 0.48% active;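 active = binding more than 3 SD below its plate's average and above zero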;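 note: hits lower antibody fragment binding to DSG3; some compounds called inactive have numbers as strong as hits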
HTR5A inv ag: HTR5A inverse agonists in luminescence cell assay, primary screen, counter-screen for OPRM1-OPRD1 heterodimer inverse agonist project, full-deck HTS; 5-hydroxytryptamine receptor 5A (Homo sapiens), P47898; HTR5A cell line, inverse agonism; inhibition, % at 9.3 µM; 340,000 tested, 0.083% active; AID 504634, 2011; in the data active = inhibition mostly above about 23%, no sharp cut-off; inactive = mostly below about 18%;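 note: 0% = cells with DMSO and 100% = no-cell wells with DMSO; some compounds called inactive have numbers as strong as hits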
PKA-R1A activ: activators of PKA-R1A holoenzyme, primary screen, biochemical, fluorescence polarization, Cy5-IP20, bovine R1A, mouse PKAc; cAMP-dependent protein kinase type I-alpha regulatory subunit (Bos taurus) + …; PKA-R1A dissociation; scaled: DMSO 0%, 113 µM cGMP 100%; activation, % at 11.4 µM; 340,000 tested, 0.083% active;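 active = percent activation above the mean of all tested compounds plus 3 SD, cut at about 19% in these data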;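 note: higher means more PKAc released from R1A so a rise in polarization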
phage Ecoli inh: growth loss of phage-infected E. coli, primary screen, RecBCD inhibitor project, absorbance, with phage, HTS; inhibition, % at 11.9 µM; 360,000 tested, 0.26% active; AID 651602, 2012; in the data active = inhibition above about 11%
AddAB inh: growth inhibition of E. coli expressing H. pylori AddAB, primary screen, AddAB inhibitor project, absorbance. inhibition, % at 11.9 µM. 330,000 tested, 0.29% active. AID 435030, 2010; in the data active = inhibition above about 12%;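 note: 0% = vehicle wells of infected cells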
An asterisk follows results filed as active; . = not tested or not shown.

structure | HTR5A ag | MOR-DOR inv ag | MOR-DOR ag | E coli growth | PfHsp90 yeast 2 | Mot1-301 SUMO | Pemphigus Ab inh | HTR5A inv ag | PKA-R1A activ | phage Ecoli inh | AddAB inh
O=CN1CCN(C(=O)c2ccc([N+](=O)[O-])cc2)CC1 | -3 | 3 | -0.5 | -0.3 | -21 | -6 | 103 | -9 | -7 | 1.0 | 3.0
CCOc1cc(S(=O)(=O)NCCCn2ccnc2)ccc1Cl | -6 | 10 | -2.0 | -1.0 | -3 | 12 | 99 | -26 | -4 | 2.7 | 2.7
CCCCS(=O)(=O)Nc1ccc2cn[nH]c2c1 | -3 | 7 | -1.5 | 0.0 | -42 | 54 | . | 8 | -1 | -0.1 | 4.0
O=C(O)C1C2C=CC(C2)C1C(=O)Nc1cccc(C(=O)N2CCCCC2)c1 (stereo unspecified) | -3 | 9 | -1.7 | -2.0 | 4 | 79 | 79 | -15 | -1 | -1.3 | 1.3
CCSc1nc2c(c(=O)[nH]1)C(c1ccc(C)cc1)C1=C(CCCC1=O)N2 (stereo unspecified) | -1 | 1 | -0.3 | -1.9 | -10 | -10 | 99 | 5 | -6 | 1.8 | -1.2
COc1cccc2cc(C(=O)N3CCCCCCC3)c(=O)oc12 | -2 | 13 | -2.6 | 2.7 | -11 | 9 | 19* | 6 | 0 | 1.4 | 3.2
O=C(NNC(=O)c1cccs1)c1ccc(Cl)c([N+](=O)[O-])c1 | -4 | 5 | -1.0 | -0.2 | 28 | 10 | 94 | 9 | -4 | 1.9 | 1.5
O=C(NC1CCCCCC1)C(=O)NC1CC1 | -3 | -9 | 1.7 | -1.6 | -14 | -13 | 115 | -5 | 11 | 1.6 | 3.0
COc1cc(CCCN2C(=S)NC[C@@H]2CCCCN)cc(OC)c1OC | -1 | 11 | -1.9 | 4.3 | 3 | 7 | 103 | 8 | 12 | 2.8 | 3.0
CCOC(=O)c1cccnc1SCC(=O)N(CC)c1cccc(C)c1 | 3 | 5 | -0.9 | 2.7 | . | -20 | 102 | -9 | 3 | 1.3 | 1.4

The closing 4 compounds of the section above open the next one:
structure | HTR5A ag | MOR-DOR inv ag | MOR-DOR ag | E coli growth | PfHsp90 yeast 2 | Mot1-301 SUMO | Pemphigus Ab inh | HTR5A inv ag | PKA-R1A activ | phage Ecoli inh | AddAB inh
O=C(NNC(=O)c1cccs1)c1ccc(Cl)c([N+](=O)[O-])c1 | -4 | 5 | -1.0 | -0.2 | 28 | 10 | 94 | 9 | -4 | 1.9 | 1.5
O=C(NC1CCCCCC1)C(=O)NC1CC1 | -3 | -9 | 1.7 | -1.6 | -14 | -13 | 115 | -5 | 11 | 1.6 | 3.0
COc1cc(CCCN2C(=S)NC[C@@H]2CCCCN)cc(OC)c1OC | -1 | 11 | -1.9 | 4.3 | 3 | 7 | 103 | 8 | 12 | 2.8 | 3.0
CCOC(=O)c1cccnc1SCC(=O)N(CC)c1cccc(C)c1 | 3 | 5 | -0.9 | 2.7 | . | -20 | 102 | -9 | 3 | 1.3 | 1.4
Cc1ccccc1C(=O)Nc1cccc(-c2ccc(N3CCOCC3)nn2)c1 | 1 | 8 | -1.7 | 1.5 | -23 | -1 | 101 | -8 | -5 | 4.1 | 1.1
CC(C)(C)NC(=O)CSc1nncn1NCc1ccccc1 | 6 | 10 | -1.9 | 1.5 | . | -27 | 87 | 8 | -4 | 4.0 | -2.4
CCOc1ccc(S(=O)(=O)Nc2cccc(C(=O)N(C)CC(=O)Nc3cccc(OC)c3)c2)cc1 | 1 | -6 | 0.8 | 2.4 | -7 | -14 | 110 | -2 | -3 | 5.6 | 1.0
CCNC(=S)NNC(=O)CC(C)C | -6 | 11 | -2.0 | -0.6 | 13 | . | 100 | -12 | -4 | 2.1 | 0.3
CCOC(=O)c1ccc(N/C=C/C(=O)C(C)(C)C)cc1 | -8 | -33 | 6.5 | 0.0 | 16 | -13 | 107 | 22 | 7 | 7.0 | -0.5
COc1ccc2nc(NC(=O)C34CC5CC(CC(NC(C)=O)(C5)C3)C4)sc2c1 | 3 | 8 | -1.6 | 1.1 | -3 | -5 | 97 | -6 | 5 | 0.1 | 5.7
Cn1nc(-c2ccccc2)cc1NC(=O)c1ccc(Cl)cc1 | 0 | 4 | -0.7 | 0.6 | 0 | 19 | 105 | -20 | -7 | 0.9 | 2.4
CN(C(=O)COC(=O)c1ccc(Cl)cc1N)C1CCCCC1 | 4 | 0 | 0.1 | 0.3 | . | -4 | 114 | -8 | 3 | 1.6 | -0.1
CC(C)NC(=O)C1CCN(C2CCN(C(=O)Cc3ccc4c(c3)OCO4)CC2)CC1 | -5 | 6 | -1.3 | 2.4 | 5 | 2 | 99 | 13 | -11 | 3.0 | 0.9
CCOc1cc(N2CCOCC2)c(OCC)cc1NC(=O)c1ccc(S(=O)(=O)N2CC(C)OC(C)C2)cc1 (stereo unspecified) | 3 | 17 | -4.6 | . | 5 | . | . | 14 | 4 | 0.1 | .
Cc1ccc(SCc2c(C(=O)N/N=C/c3cccnc3)nnn2-c2nonc2N)cc1 | 1 | -3 | 0.5 | 1.6 | 9 | -2 | . | -3 | 4 | 5.3 | 3.9
CN(C)c1ccnc(Oc2ccc(C(C)(C)C)cc2)c1C#N | -4 | 0 | -0.1 | -0.4 | -8 | 356* | . | -11 | 9 | 2.9 | 5.2
CC12CCCCC1C(C(N)=O)C(=O)O2 (stereo unspecified) | 0 | -12 | 2.7 | . | -3 | . | 94 | -1 | -1 | 2.2 | .
Nc1cc(Cl)ccc1C(=O)OCC(=O)NC1CCS(=O)(=O)C1 (stereo unspecified) | -5 | -7 | 1.2 | -1.9 | -4 | -24 | 100 | 15 | -12 | 1.8 | -2.6
O=C(CCc1c[nH]c2ccccc12)NC(Cc1c[nH]c2ccccc12)C(=O)O (stereo unspecified) | 4 | 9 | -2.0 | 3.3 | 0 | 1 | 108 | -13 | -6 | 0.7 | -0.4
CC(C)CC1NC(=O)N(Cc2cc(=O)n3ccsc3n2)C1=O (stereo unspecified) | -2 | 3 | -0.6 | 0.2 | -41 | 253 | 98 | 7 | -12 | 2.2 | -0.7
O=C(CN(C1CCCCC1)S(=O)(=O)c1ccc(Br)cc1)NCc1cccnc1 | -5 | 2 | -0.3 | 1.9 | 12 | -1 | 104 | 12 | -4 | -1.0 | 0.9
CCCC(=O)c1ccc(OCc2cn(CC(=O)c3ccc(O)cc3)nn2)cc1 | 0 | 14 | -3.0 | . | -7 | . | 103 | 1 | -3 | 3.5 | .
O=C(Cc1cccc(NC(=O)C2CCN(C(=O)C3CCCC3)CC2)c1)Nc1cccc(C(=O)N2CCCCC2)c1 | 2 | 4 | -0.9 | . | -1 | . | 105 | -6 | -2 | 1.2 | .
O=C(O)CCCCn1c(SCc2cc(=O)n3cc(Cl)ccc3n2)nc2ccsc2c1=O | 2 | -2 | 0.4 | 3.5 | 10 | 13 | 97 | -6 | -7 | 1.5 | 2.6
CN(CC(=O)Nc1ccccc1Br)C(=O)c1cc([N+](=O)[O-])ccc1N1CCOCC1 | 5 | -6 | 0.9 | -2.3 | 26 | 0 | 95 | -14 | -10 | -2.7 | 2.1
CCN1CCn2c3c(c4cc(Cl)ccc42)CCCC31 (stereo unspecified) | -2 | 8 | -2.0 | -1.1 | -25 | 1 | 119 | 4 | 0 | 1.3 | -1.1
COc1ccc(CNC(=O)C2=CC(c3ccc(OC)c(OC)c3)=NS(=O)(=O)N2C)cc1 | -1 | 11 | -1.8 | 3.2 | 9 | -21 | 91 | 2 | -8 | 1.1 | 0.2
CCC(CC)C(=O)OCC(=O)C1(O)CCC2C3CCC4=CC(=O)CCC4(C)C3C(O)CC21C (stereo unspecified) | 6 | -13 | 2.5 | . | 25 | . | 91 | -23 | -7 | 1.2 | .
C/C(=N\Nc1nc(C)cc(C)n1)c1ccc(C)o1 | . | . | . | 0.8 | . | -17 | 100 | . | . | 4.4 | 2.0
COc1ccc(CN2CCN(c3nc4ccccc4s3)CC2)cc1 | 0 | -5 | 1.0 | . | 2 | . | 105 | 2 | -1 | 1.1 | .
CC1(C)CC(=O)C(N=Nc2ccc(-c3ccccc3)cc2)=C(O)C1 | 2 | 14 | -2.7 | 0.8 | 7 | . | 100 | -23 | -5 | 2.0 | 0.0
C1CN(c2nc3nonc3nc2N2C[C@H]3CC[C@H]2C3)CCS1 | 1 | 0 | -0.1 | 0.9 | 12 | 11 | 86 | -2 | 9 | 0.0 | 0.0
CSc1nnc(SCC(=O)N(C)c2c(N)n(Cc3ccccc3)c(=O)[nH]c2=O)s1 | 3 | 13 | -2.0 | 1.6 | 8 | 4 | 106 | -8 | -4 | 3.5 | -2.6
CC(C(=O)Nc1ncccn1)(c1ccccc1)c1ccccc1 | 2 | 0 | 0.0 | 3.6 | 5 | -9 | 106 | -6 | -8 | 2.7 | 3.2
Cc1ccc(-n2ncc3c2CC(C)(C)CC3NC(=O)CN2CCCC2=O)cc1 (stereo unspecified) | 4 | 1 | -0.2 | 0.1 | -7 | -15 | 103 | -26 | -7 | 2.8 | 1.5
CCOC(=O)N1CCN(c2nc(-c3ccc(Cl)cc3)cs2)CC1 | -8 | -20 | 3.2 | 0.1 | 9 | 39 | 99 | 21 | -9 | 1.2 | 0.3
O=S(=O)(c1ccc(SCCO)nc1)N1CCOCC1 | 7 | 11 | -2.8 | -2.0 | 10 | 11 | 97 | -17 | -5 | 0.9 | 0.4
CCOc1ccc(NCC2CCOC(C)(C)C2)cc1 (stereo unspecified) | 1 | 6 | -1.5 | 2.6 | 10 | 30 | 96 | -13 | 2 | 1.9 | 4.8
Cc1ccccc1NC(=O)Cn1nc(-c2ccc(Cl)s2)ccc1=O | -5 | 5 | -0.9 | 0.2 | 12 | -11 | 102 | -1 | -12 | 2.4 | 2.4

Screens as filed in PubChem BioAssay.
